Source: PubChem BioAssay
M4 antag – human M4 muscarinic receptor antagonists, primary screen, CHO cells, Fluo-8 calcium fluorescence; AID 624125, 2012; inhibition, % at 3 µM; CHO-hM4 cells, ACh EC80; 0.73% of 360,000 active;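 active means inhibition above its plate's cutoff, the mean inhibition of sample wells plus 3 SD, cut at about 27% in these data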;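 further: 0% = acetylcholine EC80 with DMSO and 100% = DMSO without agonist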
Target sequence (P08173 whole entry, looked up): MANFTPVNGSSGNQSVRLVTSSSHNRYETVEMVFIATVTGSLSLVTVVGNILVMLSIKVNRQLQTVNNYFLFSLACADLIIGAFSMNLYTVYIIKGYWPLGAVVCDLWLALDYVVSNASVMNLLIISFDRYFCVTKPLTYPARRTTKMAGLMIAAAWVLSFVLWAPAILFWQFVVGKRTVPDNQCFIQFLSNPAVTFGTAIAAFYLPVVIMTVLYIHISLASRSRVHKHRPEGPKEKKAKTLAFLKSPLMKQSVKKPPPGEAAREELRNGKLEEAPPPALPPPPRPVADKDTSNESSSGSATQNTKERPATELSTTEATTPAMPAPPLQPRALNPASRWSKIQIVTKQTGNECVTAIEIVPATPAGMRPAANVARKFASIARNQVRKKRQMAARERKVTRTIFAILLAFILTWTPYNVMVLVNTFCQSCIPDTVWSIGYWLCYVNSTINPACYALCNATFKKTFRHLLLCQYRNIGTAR
CHRM5 PAM – human M5 muscarinic receptor positive allosteric modulators, primary screen, CHO-K1 cells, Fluo-8 calcium fluorescence. Muscarinic acetylcholine receptor M5 (Homo sapiens), P08912. CHO-K1 hM5, ACh EC20 PAM; 0% = ACh EC20, 100% = ACh EC100. activation, % at 3 µM. 0.3% of 360,000 active. AID 624038, 2012;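 active means activation above the run cutoff, the mean activation of all test compounds plus 3 SD, cut at about 18% in these data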
Target sequence (P08912 whole entry, looked up): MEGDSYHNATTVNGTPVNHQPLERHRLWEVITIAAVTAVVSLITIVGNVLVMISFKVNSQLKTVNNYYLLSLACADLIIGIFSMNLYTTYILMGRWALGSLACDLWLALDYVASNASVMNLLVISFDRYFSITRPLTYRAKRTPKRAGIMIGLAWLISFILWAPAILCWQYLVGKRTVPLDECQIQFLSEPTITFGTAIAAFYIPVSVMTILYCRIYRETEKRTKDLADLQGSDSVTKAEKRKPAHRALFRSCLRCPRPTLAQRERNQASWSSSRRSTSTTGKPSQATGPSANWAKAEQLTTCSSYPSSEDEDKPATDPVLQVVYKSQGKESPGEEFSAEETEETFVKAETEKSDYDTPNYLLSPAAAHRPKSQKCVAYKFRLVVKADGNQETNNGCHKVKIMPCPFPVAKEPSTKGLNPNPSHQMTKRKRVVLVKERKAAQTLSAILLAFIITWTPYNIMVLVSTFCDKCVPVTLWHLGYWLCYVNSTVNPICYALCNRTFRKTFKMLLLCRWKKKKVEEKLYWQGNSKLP
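Assay system: CHO-K1 hM5 cells. Also added: acetylcholine at EC20 concentration, added after compound. Dosing: 3 µM, single dose. Times: compound preincubation 140 s before EC20 acetylcholine addition. Signal: Fluo-8 calcium fluorescence. Measure: % activation relative to EC20 and EC100 ACh responses. Repeats: singlicate, one well per test compound.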
M1 PAM – human M1 muscarinic receptor positive allosteric modulators, primary screen, CHO-K1 cells, Fluo-8 calcium fluorescence, 1536-well | Muscarinic acetylcholine receptor M1 (Homo sapiens), P11229 | CHO-K1 hM1, ACh EC20; 0% = ACh EC20, 100% = maximal ACh | activation, % at 3 µM | 0.088% of 360,000 active | AID 588819, 2011; in the data active means activation above about 19%, passing the limit was not always enough
CHRM4 agonist – human M4 muscarinic receptor agonists, primary screen, CHO-K1 cells, Fluo-8 calcium fluorescence; 0.14% of 360,000 active; CHO-K1 hM4/Gqi5; vehicle 0%, full acetylcholine response 100%; AID 624127, 2012; activation, % at 3 µM; Muscarinic acetylcholine receptor M4 (Homo sapiens), P08173;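 active means activation above the run mean over all test wells plus 3 SD, cut at about 32% in these data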;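 further: peak over basal fluorescence ratio per well then scaled between controls; 0% = DMSO wells and 100% = acetylcholine at EC100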
M1 antag – human M1 muscarinic receptor antagonists, primary screen, CHO-K1 cells, Fluo-8 calcium fluorescence, 1536-well; Muscarinic acetylcholine receptor M1 (Homo sapiens), P11229; CHO-K1 hM1, ACh EC80 antagonist; 1.3% of 360,000 active; inhibition, % at 3 µM;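 active means percent inhibition above its own plate's cutoff, namely the mean of that plate's compound wells plus 3 SD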;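 further: peak over basal fluorescence ratio during 140 s after agonist addition; 0% = ACh EC80 plus DMSO and 100% = DMSO alone without agonist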
TAAR1 agonist – human TAAR1 agonists, primary screen, Fluo-8 calcium fluorescence, CHO RD-HGA16 cells; vehicle wells 0%, saturating PEA agonist 100%; activation, % at 3 µM; 0.99% of 360,000 active; AID 624467, 2012;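 active means activation above the mean activation of all test compounds in the run plus 3 SD, cut at about 38% in these data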
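Assay system – CHO-derived RD-HGA16 cells with stable Gα16 and human TAAR1 · Compound dosing – one-point dosing at 3 µM (nominal) · Incubation – 17-24 h seeding, 75 min 37 °C dye, 30 min RT · Measured by – kinetic Fluo-8 calcium fluorescence · Control set – DMSO vehicle as 0%, PEA at EC100 as 100% · Repeats – single well for each compound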
M5 antag – human M5 muscarinic receptor antagonists, primary screen, CHO cells, Fluo-8 calcium fluorescence. inhibition, % at 3 µM. 0.59% of 360,000 active. Muscarinic acetylcholine receptor M5 (Homo sapiens), P08912. CHO-hM5 cells, ACh EC80;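 active means inhibition above a per-plate cutoff, the mean of that plate's test compounds plus 3 SD, cut at about 27% in these data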;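 further: 0% = acetylcholine EC80 with DMSO and 100% = DMSO without agonist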
CHRM1 agonist – human M1 muscarinic receptor agonists, primary screen, Fluo-8 calcium fluorescence, CHO-K1 cells, HTS | Muscarinic acetylcholine receptor M1 (Homo sapiens), P11229 | CHO-K1 hM1, agonist mode; 0% DMSO, 100% acetylcholine EC100 | activation, % at 3 µM | 0.33% of 360,000 active;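 active means activation above the run's mean compound activation plus 3 SD, cut at about 16% in these data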;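 further: peak over basal fluorescence ratio within a 140 s kinetic read after compound addition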
M5 ag – human M5 muscarinic receptor agonists, primary screen, CHO-K1 cells, Fluo-8 calcium fluorescence | activation, % at 3 µM | CHO-K1 hM5 cells; 0% DMSO wells, 100% maximal acetylcholine response | 0.19% of 360,000 active | Muscarinic acetylcholine receptor M5 (Homo sapiens), P08912 | AID 624037, 2012;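 active means activation above the run's mean over test compounds plus 3 SD, cut at about 23% in these data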;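 further: signal is peak over basal fluorescence ratio across the kinetic read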
Starred values were filed as active, the others as inactive; . = not tested or not shown; & = joins results of further samples. Only part of the results is shown, so the mix of outcomes need not match the whole.

SMILES | M4 antag | CHRM5 PAM | M1 PAM | CHRM4 agonist | M1 antag | TAAR1 agonist | M5 antag | CHRM1 agonist | M5 ag
CSc1nc2nc3c(cc2c(=O)n1-c1ccccc1C)COC(C)(C)C3 | -2 | -7 | 9 | 2 | -20 | 1 | 9 | -1 | -2
O=C(Nc1ncccn1)C1CCCN1S(=O)(=O)c1ccc(Cl)c(Cl)c1 (centres undefined) | 7 | -3 | -2 | 1 | 4 | 9 | 7 | -6 | -2
O=c1ccn(CCOc2ccc(Cl)cc2)c(=O)[nH]1 | 10 | 12 | 6 | 1 | -18 | 8 | -7 | -2 | -1
Cc1ccsc1/C=N/NC(=O)c1cccnc1 | 15 | 11 | 8 | 1 | -12 | 13 | 1 | -1 | 2
CCOc1cc(NC(=O)CCl)c(OCC)cc1NC(C)=O | 1 | -3 | 15 | 0 | -6 | 5 | 4 | -8 | -3
Cn1nccc1C(=O)N1CCCC(N2CCN(Cc3ccc4c(c3)OCO4)CC2)C1 (centres undefined) | -3 | 4 | 0 | 1 | -9 | 0 | 2 | -6 | -7
CC1Cc2ccccc2N1Cc1ccc([N+](=O)[O-])cc1 (centres undefined) | -2 | 0 | -2 | -2 | 1 | -1 | 8 | -6 | -3
CCN(CC)S(=O)(=O)c1ccc(C(=O)OCCNC(=O)c2cccnc2)cc1 | -6 | -4 | 11 | 1 | -13 | 0 | -5 | -3 | 0
Cc1ncoc1C(=O)N1CCCC(C(=O)c2cccc3ccccc23)C1 (centres undefined) | 2 | 7 | 1 | 1 | -3 | -2 | 2 | -3 | 2
CCOc1cc(N2CCOCC2)c(OCC)cc1NC(=O)c1ccco1 | -5 | 13 | -9 | 2 | 11 | 11 | -1 | -4 | 3
COc1cc(SC)ccc1C(=O)NNC(=O)c1cc(C)oc1C | -10 | 2 | -2 | 1 | 16 | 0 | -4 | 0 | 1
CN(Cc1ccccc1)CC(O)CN(C)Cc1ccccc1 | -7 | -12 | -5 | 1 | 5 | 0 | 11 | 18* | -8
O=C(OCC1OC(n2ccc(=O)[nH]c2=O)C(O)C1OC(=O)c1ccccc1)c1ccccc1 (centres undefined) | 7 | -7 | -4 | 3 | 7 | 11 | 1 | -2 | -3
COc1cccc(C(=O)Nc2ccc(S(=O)(=O)N3CCN(C)CC3)cc2)c1 | -4 | -1 | 10 | 2 | -7 | 2 | 16 | -11 | -3
COc1ccc(C(=O)N(Cc2ccccc2)c2ccc(C)cc2)cc1S(=O)(=O)N1CCOCC1 | -19 | -14 | -3 | 7 | -3 | 6 | 0 | -6 | -6
Cc1ccc(NC(=O)CCCN2C(=O)NC(C)(C)C2=O)cc1 | 5 | 14 | 8 | 1 | -1 | 8 | -5 | -3 | 3
CC(=O)NC(c1ccc(C(C)C)cc1)c1c(O)ccc2ccccc12 (centres undefined) | -2 | -10 | 3 | 3 | -8 | 6 | 10 | -3 | -7
Cc1ccc(C(=O)N/C(=C/c2ccc(-c3cccc([N+](=O)[O-])c3)o2)C(=O)NCCCN(C)C)cc1 | 1 | 7 | 5 | 0 | -9 | -2 | 8 | -8 | -4
COc1ccc(OCC(=O)Nc2c3c(nn2C(C)(C)C)CSC3)cc1 | 3 | 2 | -1 | 4 | 14 | 2 | 7 | -2 | -2
Cc1ncc([N+](=O)[O-])n1CC(=O)Nc1ccccc1Cl | -5 | 0 | 10 | 1 | -5 | -1 | 1 | -3 | 1
Cc1ccc2c(CC(=O)O)coc2c1C | -15 | 2 | 6 | 1 | -45 | 4 | -13 | 2 | -2
COc1ccc(S(=O)(=O)Nc2ccc(S(=O)(=O)N3CCCCC3)cc2)cc1 | -4 | -16 | 5 | 6 | -6 | 16 | -8 | 5 | -2
CCOc1ccc(Br)cc1S(=O)(=O)N1CC(C)OC(C)C1 (centres undefined) | -1 | -3 | 3 | -2 | 0 | 8 | -6 | -7 | -3
c1cncc(CNc2ncnc3ccc(-c4ccoc4)cc23)c1 | 1 | 3 | 12 | 2 | -10 | 5 | 10 | -8 | -2
COC(=O)Nc1ccc2ccc3c(NC(=O)OC)ccc4ccc1c2c43 | 8 | 5 | 3 | 2 | -14 | 1 | 8 | 2 | 6
Cc1ccc(NC(=O)c2ccc(OC(=O)c3ccco3)cc2)cc1 | 4 | 3 | 5 | 1 | -1 | 4 | -5 | -3 | 2
CNC(=S)N1CCN=C1Nc1nc(C)cc(C)n1 | 0 | 3 | 5 | 1 | -1 | 5 | -1 | -6 | -1
Cc1ccc(S(=O)(=O)Nc2ccc(O)c3cccnc23)cc1 | 9 | -1 | -10 | 6 | 16 | 4 | 1 | -1 | -1
O=C(CCCOc1ccc(Cl)cc1Cl)N/N=C/c1ccco1 | -10 | 2 | -7 | 1 | 13 | 7 | -5 | -5 | -4
O=C(Nc1nc(-c2cccs2)c(-c2cccs2)s1)C1(c2ccccc2)CC1 | 1 | -1 | -6 | 0 | 10 | -1 | 0 | -5 | -2
CCCCCCCCN1C(=O)[C@H](CC(=O)N2CCSCC2)C[C@@]2(C(=O)OC)CCCCC=C12 | -8 | -7 | . | 0 | . | -2 | -4 | . | -2
Cc1cc(=O)oc2cc(OCCC[n+]3ccccc3)ccc12 | 1 | 10 | 7 | 0 | -5 | 3 | 5 | -8 | -2
Cc1c(C(=O)Nc2nccs2)oc2c(Cl)cccc12 | 1 | 9 | 3 | 0 | -8 | 8 | -12 | -5 | -4
O=S(=O)(c1cccc2cccnc12)N1CCCCC1 | 6 | 4 | -1 | 1 | 3 | 0 | 4 | -1 | -3
COc1cccc(CNC(C)(C)CO)c1OCc1ccc(Cl)cc1 | -6 | -6 | 4 | 3 | -3 | 1 | 12 | -13 | -9
OCC1(C2=NOC(O)(C(F)(F)F)C2)CCCCC1 (centres undefined) | -4 | 1 | 10 | 1 | -2 | 12 | -2 | -3 | 0
Cc1cc(C)cc(NC(=O)C2CCN(c3cnccn3)CC2)c1 | 13 | 1 | 3 | 0 | -8 | 15 | 10 | 0 | -1
Cc1cc(N2CCCCC2)n2nc(C)c(-c3ccccc3)c2n1 | 2 | -1 | 4 | -2 | -23 | 7 | 1 | -3 | -4
C/C=C/COC(=O)c1[nH]c2c(c1C)C(=O)CC(c1ccc(N(C)C)cc1)C2 (centres undefined) | 4 | -9 | -11 | 5 | -3 | -1 | 5 | -7 | 0
Oc1ccc(NC(=S)Nc2ccccc2)cc1 | -12&-3 | -5&-7 | 17&2 | 1&2 | -7&11 | -1&4 | 5&2 | 1&-4 | -1&0

An excerpt from above in order of SMILES length, descending.
SMILES | M4 antag | CHRM5 PAM | M1 PAM | CHRM4 agonist | M1 antag | TAAR1 agonist | M5 antag | CHRM1 agonist | M5 ag
C/C=C/COC(=O)c1[nH]c2c(c1C)C(=O)CC(c1ccc(N(C)C)cc1)C2 (centres undefined) | 4 | -9 | -11 | 5 | -3 | -1 | 5 | -7 | 0
O=C(Nc1nc(-c2cccs2)c(-c2cccs2)s1)C1(c2ccccc2)CC1 | 1 | -1 | -6 | 0 | 10 | -1 | 0 | -5 | -2
Cc1cc(N2CCCCC2)n2nc(C)c(-c3ccccc3)c2n1 | 2 | -1 | 4 | -2 | -23 | 7 | 1 | -3 | -4
COc1cccc(CNC(C)(C)CO)c1OCc1ccc(Cl)cc1 | -6 | -6 | 4 | 3 | -3 | 1 | 12 | -13 | -9
c1cncc(CNc2ncnc3ccc(-c4ccoc4)cc23)c1 | 1 | 3 | 12 | 2 | -10 | 5 | 10 | -8 | -2
OCC1(C2=NOC(O)(C(F)(F)F)C2)CCCCC1 (centres undefined) | -4 | 1 | 10 | 1 | -2 | 12 | -2 | -3 | 0
O=S(=O)(c1cccc2cccnc12)N1CCCCC1 | 6 | 4 | -1 | 1 | 3 | 0 | 4 | -1 | -3
CNC(=S)N1CCN=C1Nc1nc(C)cc(C)n1 | 0 | 3 | 5 | 1 | -1 | 5 | -1 | -6 | -1
Oc1ccc(NC(=S)Nc2ccccc2)cc1 | -12&-3 | -5&-7 | 17&2 | 1&2 | -7&11 | -1&4 | 5&2 | 1&-4 | -1&0
Cc1ccc2c(CC(=O)O)coc2c1C | -15 | 2 | 6 | 1 | -45 | 4 | -13 | 2 | -2

Next section:
SMILES | M4 antag | CHRM5 PAM | M1 PAM | CHRM4 agonist | M1 antag | TAAR1 agonist | M5 antag | CHRM1 agonist | M5 ag
COc1ccc(OCc2cc(C(=O)NC(C)Cc3cnccn3)no2)c(Cl)c1 (centres undefined) | -11 | -6 | 2 | 9 | -9 | 2 | 18 | -1 | -1
Cc1ccc(N(C(=O)c2sc(C)nc2C)C(C(=O)NC(C)(C)C)c2ccncc2)cc1 (centres undefined) | 11 | 5 | 9 | 0 | -5 | 4 | 9 | -9 | 1
Fc1ccc2nc(Nc3nc4cc5c(cc4s3)OCCO5)sc2c1 | 5 | -1 | 4 | 2 | -4 | 3 | 2 | -2 | 0
Cc1ccc(NS(=O)(=O)c2cn(C)c(=O)n(C)c2=O)cc1C | 6 | -6 | 7 | 1 | -6 | 1 | 5 | -11 | -4
Cc1ccc(/C=N/n2c(C3CCCCC3)n[nH]c2=S)s1 | 2 | 3 | -4 | 0 | 3 | -2 | 1 | -4 | -4
Cc1cccc(NC(=S)NNC(=O)c2cccc([N+](=O)[O-])c2)c1 | 3 | -9 | 2 | 6 | -8 | 6 | 10 | 3 | 1
CCCN1CCC(NC(=O)Nc2cc(Cl)ccc2OC)CC1 | -4 | 9 | 1 | 1 | -3 | -1 | 2 | -5 | -4
CN(C)c1ccc(-c2nn3c(-c4ccc(Cl)cc4)nnc3s2)cc1 | 1 | -4 | 9 | 1 | -4 | 4 | 0 | -1 | -2
CCCCC(=O)Nc1ccc(C(=O)NNC(=S)NC(=O)c2ccccc2[N+](=O)[O-])cc1 | 2 | -1 | 3 | -2 | -1 | -2 | 3 | -6 | -4
C/C(=C\C(=O)c1ccc(Br)cc1)NCc1ccc(C)cc1 | -2 | -2 | -8 | 1 | 6 | 19 | -1 | -4 | -2
O=C(Cc1ccccc1)NCC(=O)N1CCN(c2ccccc2)CC1 | -4 | 5 | 13 | 1 | -10 | 2 | -15 | -1 | -2
